Screening data as filed in PubChem.
Artemis inh: Artemis endonuclease inhibitors, primary screen, biochemical, fluorescence intensity, FAM/BHQ-1 hairpin substrate; Protein artemis (Homo sapiens), Q96SD1; recombinant Artemis, quenched FAM hairpin cleavage fluorescence; inhibition, % at 10 µM; hit rate 0.78% among 30,000; AID 686954, 2013;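 active means at 10 µM dose, at least 30% inhibition, measured as corrected fluorescence normalized to stimulator and neutral control wells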
Target sequence (Q96SD1 whole entry, looked up): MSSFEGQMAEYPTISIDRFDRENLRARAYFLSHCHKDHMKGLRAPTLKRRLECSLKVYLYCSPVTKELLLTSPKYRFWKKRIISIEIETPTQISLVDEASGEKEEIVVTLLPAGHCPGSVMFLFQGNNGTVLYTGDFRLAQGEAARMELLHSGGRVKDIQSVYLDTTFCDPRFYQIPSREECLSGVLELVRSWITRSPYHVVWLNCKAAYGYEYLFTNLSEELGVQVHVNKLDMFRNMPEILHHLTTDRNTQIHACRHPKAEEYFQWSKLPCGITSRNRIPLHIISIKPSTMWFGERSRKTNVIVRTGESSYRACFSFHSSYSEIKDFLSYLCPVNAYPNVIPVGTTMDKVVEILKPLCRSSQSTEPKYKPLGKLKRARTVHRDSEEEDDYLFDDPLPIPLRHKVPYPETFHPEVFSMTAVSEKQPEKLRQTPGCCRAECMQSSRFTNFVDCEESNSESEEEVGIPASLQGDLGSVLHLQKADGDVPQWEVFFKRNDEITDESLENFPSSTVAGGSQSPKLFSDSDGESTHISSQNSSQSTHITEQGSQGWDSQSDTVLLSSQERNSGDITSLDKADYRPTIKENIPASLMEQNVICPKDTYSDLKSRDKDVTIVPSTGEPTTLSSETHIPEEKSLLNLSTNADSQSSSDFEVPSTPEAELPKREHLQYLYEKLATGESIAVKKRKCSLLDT
* hit, by the source's call.

SMILES	Artemis inh
Cn1c(=O)c2c(ncn2CC(=O)Nc2nnc(Cc3ccccc3)s2)n(C)c1=O	-4
CC(C)(C)C(=O)CN1CCN(S(=O)(=O)c2ccc(F)cc2)CC1	6
Cn1c(=O)[nH]c(=O)c2c1nc(SCCN1CCOCC1)n2Cc1ccccc1	10
COc1ccc(C(CC(=O)NC(C)(C)C)n2cccc2)cc1 (configuration not stated)	-8
COc1ccc([N+](=O)[O-])cc1COc1cc(C)cc2oc(=O)cc(-c3ccccc3)c12	2
Cc1cc(C)c(C#N)c(SCc2ccccc2)n1	9
O=C1CN(C(=O)c2cc(Br)c(Br)s2)c2ccccc2N1	2
COc1cc(NC(=O)CN2CCN(S(=O)(=O)c3ccc(C(C)C)cc3)CC2)cc(OC)c1	5
CC(=O)Nc1ccc(NC(=O)Cn2cc3c(n2)CCCC3)cc1	-2
COc1ccc(CCN2C(=O)CC(Nc3ccc(N4CCOCC4)cc3)C2=O)cc1OC (configuration not stated)	-10
Cc1nc2cc(C(=O)OCC(=O)NC3CCS(=O)(=O)C3)ccc2n1-c1ccccc1 (configuration not stated)	7
COc1ccc(C)cc1S(=O)(=O)N(CC(=O)O)c1ccc(F)cc1	-6
O=C1CCCc2nc(N3CCCCC3)sc21	5
Cc1ccc(C)c(C(=O)COc2ccc(C)nc2[N+](=O)[O-])c1	-3
Cc1cc(C)cc(N(CC(=O)NCc2ccco2)C(=O)CCC(=O)Nc2ccccn2)c1	-8
Cc1sc2nc(-c3ccco3)oc(=O)c2c1C	-1
N#CC1=C(N)N(c2ccccc2)C(c2ccco2)C1(C#N)C#N (configuration not stated)	5
CCN(CC)S(=O)(=O)c1ccc(C(=O)OCC(=O)N2CCN(C(=O)c3ccco3)CC2)cc1	-4
Clc1ccc(-n2cccc2/C=N/n2cnnc2)cc1	-2
CC(=O)c1c(N2CCOCC2)nc(=S)n(Cc2ccccc2)c1C	-2
CC1=C(C(=O)NCc2ccccc2)C(c2cccnc2)n2ncnc2N1 (configuration not stated)	4
COc1ccc(C(=O)Nc2ccc(-c3ccc(C)o3)cc2)cc1S(=O)(=O)N1CCOCC1	-3
COc1ccc(N2CCN(c3nc4c(c(=O)n(C)c(=O)n4C)n3Cc3ccccc3)CC2)cc1	11
COc1cccc(C(=O)Nc2nc(-c3ccc(S(=O)(=O)N4CCOCC4)cc3)cs2)c1	-3
COc1ccc(C(=O)NCCn2ccc3ccccc32)cc1	4
Next part.
SMILES	Artemis inh
CC(=O)Nc1ccc(N2CCCC2)cc1	15
CCn1c2ccccc2c2cc(CN3CCN(C(=O)c4ccco4)CC3)ccc21	3
O=C(COc1ccccc1)c1cn(CC(=O)N2CCOCC2)c2ccccc12	-3
CCC(C)C(=O)Nc1cc(OC)c(OC)cc1C(=O)O (configuration not stated)	-7
CCCOc1ccc(C(=O)Nc2ccc(Cl)cn2)cc1	-1
O=C(CCCn1c(=O)oc2ccccc21)Nc1cccnc1	-1
CCOC(=O)N1CCC2(CC1)CC(=O)c1c(ccc3oc(C(=O)O)c(C)c13)O2	0
COC(=O)c1oc2ccc(Br)cc2c1NC(=O)c1ccccc1	-4
O=[N+]([O-])c1ccc(Oc2ccc(F)cc2Br)c2ccncc12	8
CCOC(=O)C1=C(CSc2nc3c(cc2C#N)CN(C)CC3)OC(N)=C(C#N)C1c1ccc(Cl)cc1 (configuration not stated)	12
COC(=O)c1sc(=S)n(-c2ccc(Cl)cc2)c1C	1
O=C(NNC(=O)c1ccc2c(c1)OCO2)NC1CCCCC1	-5
CCCC1(C(=O)OCC)NC(c2ccc(N(C)C)cc2)C2C(=O)N(c3ccc4c(c3)OCCO4)C(=O)C21 (configuration not stated)	-2
COc1ccc(CNc2nc3nc(-c4ccccc4)cc(=O)n3[nH]2)cc1OC	-5
CCS(=O)(=O)Nc1ccc2c(c1)N(C(C)=O)c1ccccc1CC2	5
FC(F)(F)c1nnc(-c2ccccc2)nc1Sc1ccccc1	10
Cc1c(Cc2ccccc2)sc(NC(=O)Cc2ccccc2)c1C(N)=O	5
CCSc1nnc(NC(=O)C2CC=CCC2C(=O)O)s1 (configuration not stated)	-5
NC(=O)Cn1c(S(=O)(=O)Cc2ccccc2)nc2ccccc21	7
O=C1CC(N2CCC(C(=O)N3CCCCC3)CC2)C(=O)N1 (configuration not stated)	1
COc1ccc(NC(=O)CN(c2ccc(C)cc2)S(C)(=O)=O)c(OC)c1	-4
Cc1ccc(/C=C/C(=O)O)cc1S(=O)(=O)NCCO	-1
O=C(Nc1ccc(-c2noc(CCc3ccccc3)n2)cc1)c1cccnc1	-2
O=C(CCCCn1c(=O)c2ccccc2n(Cc2ccc(F)cc2)c1=O)NCc1ccco1	8
O=C(NCN1C(=O)C2C3C=CC(C3)C2C1=O)Nc1cccnc1 (configuration not stated)	-5

Of the compounds above, these have a Cl atom.
SMILES	Artemis inh
Clc1ccc(-n2cccc2/C=N/n2cnnc2)cc1	-2
CCCOc1ccc(C(=O)Nc2ccc(Cl)cn2)cc1	-1
CCOC(=O)C1=C(CSc2nc3c(cc2C#N)CN(C)CC3)OC(N)=C(C#N)C1c1ccc(Cl)cc1 (configuration not stated)	12
COC(=O)c1sc(=S)n(-c2ccc(Cl)cc2)c1C	1

The list goes on.
SMILES	Artemis inh
CCOc1cc(/C=N/NC(N)=O)cc(Br)c1OCC(=O)Nc1cccc2ccccc12	12
CN(c1cccc(NC(=O)Nc2cccc(Cl)c2)c1)S(C)(=O)=O	-1
CCCc1nnc(SCc2ccc(OCC)cc2)n1N	-6
COc1cccc(NC2CC(=O)N(CCc3ccccc3)C2=O)c1 (configuration not stated)	-6
O=C(c1sccc1-n1cccc1)N1CCCC1	2
CCCCCOC(=O)c1[nH]c2c(c1C)C(=O)C(C(=O)OC)C(C)C2 (configuration not stated)	-4
CC(=O)NC1(c2ccccc2)CCN(c2nc(C)cc(C)n2)CC1	1
O=C(Nc1ccccc1C(=O)N1CCCCCC1)c1cccc(S(=O)(=O)N2CCOCC2)c1	-1
CC(=O)Cc1nsc(NC(=O)c2ccccc2)n1	-2
COc1ccc(C2NC(=S)N3C(c4ccc(OC)cc4)NC(=S)N23)cc1 (configuration not stated)	-1
CCOC(=O)CCc1c(C)nc2cc(-c3ccc(Cl)cc3)[nH]n2c1=O	7
O=C(c1ccco1)N1CCN(C(=O)c2ccc(COc3ccc4c(c3)CCC4)o2)CC1	4
O=C(C1CCC1)N1CCc2cc(S(=O)(=O)NCc3cccnc3)ccc21	4
CSc1nc(C)cc(OCC(=O)N2CCOCC2)n1	1
CC(=O)c1ccc(Cc2ncc(C(F)(F)F)cc2Cl)s1	-7
CCc1nnc(NC(=O)CCC(=O)N2CCN(Cc3cc(F)ccc3OC)CC2)s1	16
COc1ccc(CSc2nncn2N)cc1Br	-6
CN=C1c2ccccc2CN1c1cccc(C(=O)OC)c1	-7
CCC(CC)C(=O)NCCc1ccc(OC)cc1	1
O=C(c1cc(-c2cccs2)nc2ccccc12)N1CCN(S(=O)(=O)c2cccc(F)c2)CC1	10
CCOC(=O)c1cc2nc(Nc3ccc(OC)cc3)sc2s1	-1
Cn1cnnc1SCC(=O)Nc1ccccc1C(=O)NC1CC1	5
c1ccc(-c2cn3nc4c(nc3n2)CCCC4)cc1	34*
CCOc1ccc(-n2c(SCC(=O)Nc3ccc(OC)cc3)nc3c(c2=O)SCC3)cc1	8
O=C(OCC(=O)N1CCOCC1)c1ccc2c(c1)OCCO2	-7
Next part:
SMILES	Artemis inh
COc1ccc(NC(=O)CSc2nc(O)cc(=O)n2C)cc1	0
CCN(CC)S(=O)(=O)c1cccc(C(=O)N[C@H](C(=O)OCC(N)=O)C(C)C)c1	-2
Cc1ccc(N=CC2=C(O)CC(C)(C)CC2=O)nc1	-4
OC(CN1CCN(Cc2ccc3c(c2)OCO3)CC1)c1c[nH]c2ccccc12 (configuration not stated)	5
Clc1ccccc1CSc1cc2c(nn1)-c1ccccc1CC2	15
Cc1cnc(C(=O)OCC(=O)N2CCc3ccccc3C2)cn1	-6
COc1ccc(-n2c(=O)c3ccccc3n(CC(=O)Nc3cc(C)on3)c2=O)cc1OC	-3
CCOC(=O)C1=C(C)OC(N)=C(C#N)C1c1cc(OC)c2c(c1)OCO2 (configuration not stated)	-6
CCCCNC(=O)Nc1cnn(CC)c1C(N)=O	-5
C=CCNc1nc(N)c(C(=C(C#N)C#N)c2ccccc2)s1	4
CN(C)c1nc(Oc2ccc(/C=N/O)cc2)nc(N(C)C)n1	-7
Cn1c(-c2ccc(C(C)(C)C)cc2)n[nH]c1=S	-24
Cc1ccc(C)c2c(SC(C)C(=O)NCc3ccco3)nc(-c3ccccc3)nc12 (configuration not stated)	9
Cc1cc(=O)oc2cc(OCC(=O)N3CCCC(C)C3)ccc12 (configuration not stated)	6
C[N+]1(CC(=O)OCCCc2ccccc2)CCOCC1	-11
NS(=O)(=O)c1cccnc1Nc1ccc(Cl)c(Cl)c1	-1
CCc1cccc(CC)c1-n1c(SCn2nnc3ccccc3c2=O)nnc1-c1cccnc1	5
O=C(CSc1nccn1-c1cccc(Cl)c1)NC1CCCC1	6
COc1ccc(Cl)cc1C(=O)Nc1ccc(NC(=O)c2ccco2)cc1	7
COCC(=O)N(Cc1cc2ccccc2[nH]c1=O)c1ccc(OC)cc1	-2
COc1ccc(OC)c(C2C=C(c3ccc(C)c(C)c3)Nc3nnnn32)c1 (configuration not stated)	7
COc1cccc(S(=O)(=O)NCc2ccc(C(=O)Nc3cccc(Cl)c3)cc2)c1	-3
CC(=O)Nc1ccc(S(=O)(=O)N[C@H](C(=O)O)C(C)C)cc1	2
COc1ccc(C(=O)CSc2nnc(-c3ccco3)n2CC2CCCO2)cc1 (configuration not stated)	2
Cc1n[nH]c(C)c1N1C(=O)c2cccc3cc(Br)cc(c23)C1=O	5
Next section
SMILES	Artemis inh
COCCn1c(SCCCc2ccccc2)nc2c1c(=O)[nH]c(=O)n2C	5
CCc1cc2c(cc(C(=O)O)n2C)s1	-8
Cn1cc(CC(=O)N2CCN(c3ccc(Cl)cc3)CC2)c2ccccc21	2
O=C(CN1C(=O)c2ccccc2S1(=O)=O)Nc1ccccc1C(=O)NCc1ccco1	-4
CC(C)(C)n1cnc2cc(NS(=O)(=O)c3ccccc3)ccc21	-2
COC(=O)N(C)c1nc2ccccc2s1	4
O=C(O)COc1ccc2c3c(c(=O)oc2c1)CCC3	-3
O=C(NC1CCCCCC1)c1ccc(CN2CCOCC2)cc1	-3
COc1ccc2cc(CN(CCO)C(=O)c3ccc(Br)cc3)c(=O)[nH]c2c1	14
C=CCNC(=O)c1c(-c2c(F)cccc2Cl)noc1C	-2
COc1cc(-c2nnc(SCc3c(F)cccc3Cl)o2)cc(OC)c1OC	12
Cc1ccc(-n2c3c(cc(C(=O)NCc4ccco4)c2=O)C(=O)CC(C)(C)C3)cc1	-1
COCCNc1ncnc2c1cnn2Cc1ccc(Cl)cc1	4
O=C1C2=C(Nc3ccccc3SC2c2ccco2)c2ccccc21 (configuration not stated)	24
CCOC(=O)c1cccc(Nc2nc(C)cc(C)n2)c1	-16
COc1ccccc1NC(=O)COC(=O)[C@@H]1CCCN1C(=O)c1cccs1	-11
N#CC1=C(N)C(C#N)(C#N)C(c2cccnc2)C2CC(c3ccccc3)CC=C12 (configuration not stated)	6
CCOC(=O)c1c2n(c3c(NCc4ccccc4)ncnc13)CCCC2	9
COc1ccc(Cl)cc1S(=O)(=O)N1CCN(C(=O)COc2ccccc2)CC1	-11
Cc1cccc(OCC(=O)N/N=C/c2cn[nH]c2-c2ccc(Cl)c(Cl)c2)c1	10
COc1ccc(-c2nc(N)n(C(C)=O)n2)cc1	1
COc1ccc(CO/N=C/c2c(C)[nH]c(=O)[nH]c2=O)cc1	-8
O=c1c2ccccc2nc2n1C(CSCc1cccc(C(F)(F)F)c1)CS2 (configuration not stated)	1
COC(=O)c1[nH]c2cc(OC)c(OC)cc2c1NC(=O)c1cccc(OC)c1	-7
CC(=O)NS(=O)(=O)c1ccc(NC(=O)c2cc(-c3ccc(C)c(C)c3)nc3ccccc23)cc1	19

Rewritten comma-delimited: entries from further up.
SMILES,Artemis inh
CC(=O)c1ccc(Cc2ncc(C(F)(F)F)cc2Cl)s1,-7
CCc1nnc(NC(=O)CCC(=O)N2CCN(Cc3cc(F)ccc3OC)CC2)s1,16
COc1ccc(CSc2nncn2N)cc1Br,-6
CN=C1c2ccccc2CN1c1cccc(C(=O)OC)c1,-7
CCC(CC)C(=O)NCCc1ccc(OC)cc1,1
O=C(c1cc(-c2cccs2)nc2ccccc12)N1CCN(S(=O)(=O)c2cccc(F)c2)CC1,10
CCOC(=O)c1cc2nc(Nc3ccc(OC)cc3)sc2s1,-1

An excerpt from above in order of length of the SMILES, smallest number first.
SMILES	Artemis inh
CCc1cc2c(cc(C(=O)O)n2C)s1	-8
O=C(NC1CCCCCC1)c1ccc(CN2CCOCC2)cc1	-3
COc1ccccc1NC(=O)COC(=O)[C@@H]1CCCN1C(=O)c1cccs1	-11
O=C(CN1C(=O)c2ccccc2S1(=O)=O)Nc1ccccc1C(=O)NCc1ccco1	-4

Remaining list, next part.
SMILES	Artemis inh
CCOC(=O)c1c(NC(=O)C2COc3ccccc3O2)sc(C)c1C (configuration not stated)	-1
O=C(CS(=O)(=O)c1ccccc1)N1CCCCCC1	0
C/C(=C\C(=O)c1ccc(Br)cc1)NCc1ccc2c(c1)OCO2	9
CS/C(=C\[N+](=O)[O-])Nc1ccc(Cl)cc1	9
O=C(Nc1nc2ccccc2n1Cc1ccccc1)c1ccco1	11
Cc1cc(C)n(Cc2ccccc2)c(=O)c1S(=O)(=O)c1ccccc1	5
CCOc1ccc(Cl)cc1CN1CCOCC1	2
COc1ccccc1N1CCN(C(=O)COc2ccc(Cl)cc2Br)CC1	12
CN(C)CCCNC(=O)CCC1CCCCC1	-8
Cc1cc(N2CCN(C)CC2)nc(N2CCOCC2)n1	3
O=C(NCc1ccc(Cl)cc1)c1cccnc1	3
N#CC(c1cccc(Cl)c1)c1ccc2c(C(F)(F)F)cc(C(F)(F)F)nc2n1 (configuration not stated)	15
CCOC(=O)C(NC(=O)c1ccccc1)(N1CCOCC1)C(F)(F)F (configuration not stated)	-10
N/C(=N\OC(=O)c1ccccc1Cl)c1ccc(Cl)cc1	1
O=C(CCc1ccc(S(=O)(=O)NC2CCCCC2)cc1)N(Cc1ccccc1)Cc1ccccc1	14
c1cncc(-c2nnc3sc(C4CCCCC4)nn23)c1	2
CCOc1ccc2c(C)cc(=O)oc2c1OCC	-2

An excerpt; count on the stated rates, not on these rows.
